Bioassay records (PubChem)
hIAP inh: human IAP inhibitors, primary screen, biochemical, luminescence, uHTS. Intestinal-type alkaline phosphatase (Homo sapiens), P09923. purified IAP, CDP-Star luminescence, 30 min. inhibition, % at 10 µM. 330,000 compounds, 0.12% hits;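 active means inhibition reaching a set limit with compound at 10 µM in the primary screen, cut at about 35% in these data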;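 further: plate controls were DMSO wells with enzyme for no effect and no-enzyme buffer wells for full effect; values of inactives mirror those of a sister screen read the other way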
MIN6 prolif: inducers of MIN6 beta-cell proliferation, primary screen, ATP luminescence, uHTS; MIN6 cells proliferation, ATPlite luminescence, 48 h; cells starved in 0.2% serum; 100% = growth in 10% serum; AID 2380, 2010; 330,000 compounds, 0.29% hits; proliferation, % at 10 µM;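 active means compounds whose signal lies at least 3.5 SD above the mean of all wells on their plate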;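 further: 0% = DMSO-treated cells in low-serum medium and 100% = 10% serum control; some compounds called inactive have numbers as strong as hits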
tim10-1 inh: growth inhibitors of tim10-1 mutant yeast, primary screen, luminescence, uHTS; inhibition, % at 20 µM; 330,000 compounds, 2.2% hits; AID 463190, 2010; S. cerevisiae tim10-1 ts strain growth, BacTiter-Glo, 24 h;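 active means inhibition of at least 40%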;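 further: mutant grown at 25 °C; 0% = DMSO wells with yeast and 100% = wells holding no yeast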
TIM10 inh: growth inhibitors of isogenic TIM10 control yeast, primary screen, counter-screen for tim10-1 yeast inhibitor project, luminescence, uHTS | S. cerevisiae TIM10 strain growth, BacTiter-Glo luminescence, 24 h | inhibition, % at 10 µM | 330,000 compounds, 1.4% hits | AID 463195, 2010;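 active means inhibition of 40% or more at the single tested concentration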;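 further: wild-type TIM10 isogenic control strain grown at permissive 25 °C; 0% = DMSO yeast wells and 100% = minimal medium wells without yeast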
A3G deaminase: APOBEC3G DNA deaminase inhibitors, primary screen, biochemical, fluorescence, single-stranded DNA substrate, uHTS; inhibition, % at 20 µM; AID 493012, 2011; 330,000 compounds, 0.28% hits; recombinant A3G, ssDNA deamination FAM/TAMRA fluorescence;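 active means inhibition of at least 40% at 20 µM, with no more than 30% in the related APOBEC3A deaminase screen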;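 further: plate controls were DMSO wells with A3G for no effect and wells lacking A3G enzyme for full effect; some compounds called inactive have numbers as strong as hits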
Target sequence (Q9HC16 whole entry, looked up): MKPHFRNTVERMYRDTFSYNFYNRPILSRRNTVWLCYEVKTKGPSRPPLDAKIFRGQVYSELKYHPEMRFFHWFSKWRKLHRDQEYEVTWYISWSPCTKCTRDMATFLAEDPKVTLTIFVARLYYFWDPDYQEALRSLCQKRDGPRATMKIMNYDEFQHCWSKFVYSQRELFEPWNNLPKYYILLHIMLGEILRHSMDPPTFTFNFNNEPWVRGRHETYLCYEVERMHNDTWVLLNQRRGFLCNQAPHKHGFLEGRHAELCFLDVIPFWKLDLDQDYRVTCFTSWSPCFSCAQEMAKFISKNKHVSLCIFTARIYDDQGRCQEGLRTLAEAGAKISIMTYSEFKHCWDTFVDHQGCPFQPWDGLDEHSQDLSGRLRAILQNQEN
APOBEC3A inh: APOBEC3A ssDNA deaminase inhibitors, primary screen, selectivity assay for APOBEC3G inhibitor project, biochemical, FAM/TAMRA oligo cleavage fluorescence; recombinant A3A, FAM/TAMRA ssDNA deamination fluorescence; inhibition, % at 20 µM; 330,000 compounds, 0.41% hits; AID 493011, 2011;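 active means at least 40% inhibition at 20 µM here, with at most 30% in a related deaminase screen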;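 further: plate controls were A3A with DMSO for no effect and wells lacking A3A enzyme for full effect; some results filed as inactive read as strong as hits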
Target sequence (P31941 whole entry, looked up): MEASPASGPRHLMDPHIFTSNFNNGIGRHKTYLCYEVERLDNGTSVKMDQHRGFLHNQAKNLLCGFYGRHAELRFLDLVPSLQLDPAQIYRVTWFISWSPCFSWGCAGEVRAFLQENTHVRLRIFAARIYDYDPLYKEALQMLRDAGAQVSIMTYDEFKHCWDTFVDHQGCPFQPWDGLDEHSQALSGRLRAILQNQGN
NALP3 yeast inh: NALP3 inflammasome inhibitors in reconstituted yeast, primary screen, luminescence, uHTS; Yeast reconstituted NLRP3/ASC/caspase-1, beta-gal luminescence, 24 h; inhibition, % at 10 µM; 330,000 compounds, 0.39% hits;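 active means inhibition of 50% or more; inactive means inhibition below 50%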;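 further: plate controls were induced DMSO wells for no effect and uninduced yeast grown without galactose for full effect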
mIAP block: inhibitors of mouse IAP, primary screen, biochemical, luminescence, uHTS. intestinal alkaline phosphatase [Mus musculus]. purified mouse IAP, CDP-Star luminescence, 30 min. inhibition, % at 10 µM. 330,000 compounds, 0.2% hits. AID 2806, 2010;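 active means inhibition of at least 40% at 10 µM in the primary screen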;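 further: plate controls were DMSO with enzyme for no effect and no enzyme wells for full effect; values of inactives mirror those of a sister screen read the other way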
mIAP activ: activators of mouse IAP, primary screen, biochemical, luminescence, uHTS; muIAP, CDP-Star luminescence, 30 min; active compounds read high; 1 = vehicle-only enzyme signal, 0 = enzyme-free wells; AID 2805, 2010; 330,000 compounds, 0.24% hits; intestinal alkaline phosphatase [Mus musculus]; activation factor at 10 µM;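 active means activation factor of at least 2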; further: the source names both 10 and 20 µM as test concentration; values of inactives mirror those of a sister screen read the other way
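Assay system: mouse IAP enzyme; reagent: chemiluminescent substrate CDP-Star; dosing: test compounds delivered from DMSO solution; schedule: 30 min at room temperature; measured by: luminescence from enzymatic CDP-Star hydrolysis; controls: DMSO-only wells and no-enzyme negative control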
Active calls of the source: *.

SMILES	hIAP inh	MIN6 prolif	tim10-1 inh	TIM10 inh	A3G deaminase	APOBEC3A inh	NALP3 yeast inh	mIAP block	mIAP activ
COc1cc(-c2ccc(Nc3ccccc3C(=O)O)c(OC)c2)ccc1Nc1ccccc1C(=O)O	9	-3	-1	6	11	12	9	7	0.93
O=C(NCCc1ccccn1)c1ccc(COc2ccccc2)o1	19	1	7	6	-7	-4	2	-4	1
Cc1nn2c(=O)cc(CSCC(=O)Nc3ccccc3Cl)nc2s1	2	-6	-2	2	21	26	18	-6	1.1
Cc1nc(SCc2ccc(Cl)c(Cl)c2)ncc1C(=O)O	8	-4	9	10	-5	-3	3	16	0.84
Cn1nc(C(=O)Nc2cc(Cl)ccc2N2CCCC2)c2ccccc2c1=O	-5	-5	21	25	13	13	23	5	0.95
Cc1cc(C(=O)N2CCCC(N3CCN(c4cccc(C(F)(F)F)c4)CC3)C2)no1 (stereo not drawn)	7	0	20	7	-12	-3	11	0	1
Cc1nnc(SCC(=O)Nc2cccnc2Cl)s1	2	-2	-20	-12	-8	1	19	11	0.89
COC(=O)C1C(c2ccccc2)C(C(=O)O)C1c1ccccc1 (stereo not drawn)	5	-2	0	6	-3	-2	8	5	0.95
COc1ccc(C=O)c(OC)c1	5	2	-4	-9	2	2	4	-4	1
COc1ccc(CN2CCCC(C(=O)c3ccc4c(c3)OCO4)C2)c(F)c1 (stereo not drawn)	3	-2	15	-19	4	1	26	-4	1
CN=C(c1ccc([N+](=O)[O-])cc1)N1CCCCC1	2	-2	3	2	-2	2	16	-8	1.1
COC(=O)c1ccc(C2Nc3cccc4cccc(c34)N2)cc1	3	-6	19	8	35	6	8	2	0.98
C=CC(=O)Nc1ccc(Br)cc1	21	-2	6	10	-4	1	14	-5	1.1
COc1c2n(C)ccc3c-2n(c(=O)c1=O)c1ccccc31	23	-3	2	-1	-1	-2	4	11	0.89
Cc1nn(C)c(C)c1S(=O)(=O)N1CCC(C(=O)NCC2COc3ccccc3O2)CC1 (stereo not drawn)	5	-2	12	1	-3	-7	5	7	0.93
CC(=O)c1c(C)[nH]c(C(=O)Nc2cccnc2)c1C	4	0	0	5	-2	7	-16	-2	1
COCCn1c(SCC(=O)NCc2ccc3c(c2)OCO3)nnc1-c1c[nH]c2ccccc12	15	2	-7	-3	0	0	4	-6	1.1
COC(=O)c1ccc(C23CC4(C2)[C@H](CN(Cc2ccc(-c5ccccc5)cc2)[C@@H]4c2ccccc2)C3c2ccc(C(F)(F)F)cc2)cc1 (stereo partly drawn)	14	-6	10	9	-7	-1	30	4	0.96
Cc1ccc2ncnc(NCCCCCC(=O)O)c2c1	-23	1	-3	2	-6	5	-3	-4	1
Cc1cccc(NC(=S)N(C)C)c1C	-22	-3	-13	20	-6	-2	16	-2	1

2 of the compounds above, with values under each structure:
Second line of a record: hIAP inh, MIN6 prolif, tim10-1 inh, TIM10 inh, A3G deaminase, APOBEC3A inh, NALP3 yeast inh, mIAP block, mIAP activ
- Cc1nn(C)c(C)c1S(=O)(=O)N1CCC(C(=O)NCC2COc3ccccc3O2)CC1 (stereo not drawn)
→ 5, -2, 12, 1, -3, -7, 5, 7, 0.93
- CC(=O)c1c(C)[nH]c(C(=O)Nc2cccnc2)c1C
→ 4, 0, 0, 5, -2, 7, -16, -2, 1

Next section
SMILES	hIAP inh	MIN6 prolif	tim10-1 inh	TIM10 inh	A3G deaminase	APOBEC3A inh	NALP3 yeast inh	mIAP block	mIAP activ
Cc1c(OC(C)C(=O)NC2CC(C)(C)NC(C)(C)C2)ccc2c3c(c(=O)oc12)CCC3 (stereo not drawn)	-31	-1	7	0	-5	-1	-8	-3	1
COCCn1nnnc1C(c1ccc(OC)cc1)N1CCN(c2ccccc2F)CC1 (stereo not drawn)	3	1	13	5	-3	0	12	3	0.97
CCCCn1c(N)c(N(CC(C)C)C(=O)c2ccc(S(=O)(=O)N(CC)c3ccccc3)cc2)c(=O)[nH]c1=O	-5	6	1	10	-6	1	3	11	0.89
CN(C)C(=O)CC12CC3CC(C1)CC(CC(=O)N(C)C)(C3)C2	-1	-1	4	-8	-10	-3	12	-7	1.1
CCCC(=O)Nc1c2c(nn1-c1cccc(C)c1C)CS(=O)(=O)C2	3	1	4	19	-10	-3	9	5	0.95
O=[N+]([O-])c1ccc(S(=O)(=O)N/N=C/c2ccco2)cc1	2	1	-3	-27	1	1	8	-4	1
COc1ccc(C(=O)N2CCN(c3ccc(NC(=O)c4ccco4)cc3)CC2)cc1	-39	1	9	-1	-4	1	0	2	0.98
Cc1ccccc1C(=O)N1CCN(c2ccc(NC(=O)c3ccco3)cc2)CC1	4	-2	20	8	3	1	2	3	0.97
CCc1c(C)c2ccc(OCC(=O)N(C)C)c(C)c2oc1=O	0	3	14	7	-6	-5	-2	4	0.96
CC(=O)c1ccc(N(CC(=O)NC2CCCC2)C(=O)c2ccc(C)s2)cc1	10	0	20	3	1	2	7	4	0.96
CC(C)CCCC(C)NC(=O)c1cc(S(=O)(=O)N2CCCCC2)ccc1N1CCOCC1 (stereo not drawn)	-9	-5	9	-3	-4	-3	8	6	0.94
COc1cc(OC)c(S(=O)(=O)N2CCN(C(=O)c3ccccc3F)CC2)cc1NC(C)=O	-8	1	8	-15	-3	0	2	-12	1.1
COc1ccc(N2C(=O)CCC(C(=O)O)C2c2ccccc2OC)cc1 (stereo not drawn)	-8	0	-8	11	-6	1	-1	-5	1.1
CC1CN=C(NC2CCCCC2C)S1 (stereo not drawn)	0	-3	5	2	-2	-1	7	0	1
COc1ccc([C@H]2CC(=O)C=C(c3cccc(F)c3OC)C2)cc1	5	-3	8	8	-11	-2	16	11	0.89
Clc1ccc(SCc2csc(N3CCOCC3)n2)cc1	-10	0	-3	-3	-2	-3	34	2	0.98
Cc1ccc(C(=O)Nc2nc(=O)n(C(=O)CC(C)C)s2)cc1	-33	-4	-6	7	-5	-9	-11	-7	1.1
CN(C)C(/C=C/Nc1ccc(F)cc1)=C(C#N)C#N	0	-1	2	3	-4	-1	12	-2	1
O=C(CC(=O)N/N=C/c1ccc(O)cc1)N/N=C/c1ccc(O)cc1	-1	-1	7	7	-6	-5	10	4	0.96
O=c1cc(N2CCN(Cc3ccccc3)CC2)[nH]c(=O)n1Cc1ccc(F)cc1	-23	-3	13	4	-5	-1	10	5	0.95

One compound at a time (already shown). Screens in order: hIAP inh, MIN6 prolif, tim10-1 inh, TIM10 inh, A3G deaminase, APOBEC3A inh, NALP3 yeast inh, mIAP block, mIAP activ
Listed for COC(=O)c1ccc(C2Nc3cccc4cccc(c34)N2)cc1 = 3, -6, 19, 8, 35, 6, 8, 2, 0.98
Listed for Cc1cccc(NC(=S)N(C)C)c1C = -22, -3, -13, 20, -6, -2, 16, -2, 1

Continuation:
SMILES	hIAP inh	MIN6 prolif	tim10-1 inh	TIM10 inh	A3G deaminase	APOBEC3A inh	NALP3 yeast inh	mIAP block	mIAP activ
FC(F)(F)c1nc2ccccc2nc1N/N=C/c1c(Cl)cccc1Cl	-3	-2	19	3	-2	-3	31	14	0.86
CN(CC(=O)O)c1ccc(S(=O)(=O)N2CCOCC2)cc1[N+](=O)[O-]	-7	-2	-11	-4	4	5	19	-6	1.1
COc1ccc(S(=O)(=O)N/N=C(/C)c2ccncc2)c(OC)c1	-3	8	-14	1	-6	-3	12	9	0.91
O=C(NCc1ccccc1CN1CCCC1)c1cccc(N2CCCC2=O)c1	5	-2	-5	2	2	-1	-8	8	0.92
COCCCNC(=O)Cn1c(=O)n(CCCCCC(=O)NCc2ccc3c(c2)OCO3)c(=O)c2sccc21	10	-1	9	6	2	2	3	3	0.97
CCCCOCCCNC(=O)CN1C(=O)c2ccccc2C1=O	-10	-1	0	5	-4	-4	17	13	0.87
CC(C)OC(=O)Cn1cc(C#N)c2ccccc21	-10	0	9	5	-5	-5	8	-13	1.1
CC(=O)OC[C@]12CC[C@H]3[C@@](C)(CC[C@H]4C(C)(C)CCC[C@]34C)[C@@H]1C[C@H](C1=CC(=O)O[C@@H]1OC(C)=O)O2	-10	-5	31	15	4	9	19	16	0.84
CCc1nnc(NC(=O)CSc2nnc(-c3ccc(S(=O)(=O)N(CC)CC)cc3)n2CC)s1	8	0	12	-2	-7	0	-4	2	0.98
O=C(CN1CCN(C(=O)c2ccc(-c3nc4ccccc4s3)o2)CC1)Nc1ccccc1Cl	1	-4	21	19	-6	-2	18	10	0.9
CCOc1ccc(N(CC(=O)N2CCN(c3ccccc3OC)CC2)S(=O)(=O)c2ccc(F)cc2)cc1	-4	-6	23	22	-8	-3	28	5	0.95
CCOC(=O)C(NC(=O)CC)(Nc1ccccc1)C(F)(F)F (stereo not drawn)	-10	1	-10	-1	-2	2	4	-1	1
Cc1ccc(S(=O)(=O)Cc2ccc(C(=O)N3CCC(C(N)=O)CC3)o2)cc1	3	-2	-14	-3	2	4	-7	-3	1
Cc1ccc(Nc2nc(-c3ccc(S(=O)(=O)N4CCOCC4)cc3)cs2)cc1	5	-2	13	21	-5	-3	10	12	0.88
CCOC(=O)C1C(C(=O)NN)C1C(=O)Nc1ccccc1 (stereo not drawn)	6	1	1	1	-2	1	15	9	0.91
COc1ccc(N2C(=O)CSC2c2ccncc2)cc1 (stereo not drawn)	9	-2	9	-1	0	0	-2	12	0.88
Cc1ccc(N2C(=O)C3C4C=CC(CC4)C3C2=O)cc1Cl (stereo not drawn)	-3	-4	10	97*	-2	-1	15	-1	1

An excerpt from above in order of length of the SMILES, descending.
SMILES	hIAP inh	MIN6 prolif	tim10-1 inh	TIM10 inh	A3G deaminase	APOBEC3A inh	NALP3 yeast inh	mIAP block	mIAP activ
O=C(CN1CCN(C(=O)c2ccc(-c3nc4ccccc4s3)o2)CC1)Nc1ccccc1Cl	1	-4	21	19	-6	-2	18	10	0.9
Cc1ccc(S(=O)(=O)Cc2ccc(C(=O)N3CCC(C(N)=O)CC3)o2)cc1	3	-2	-14	-3	2	4	-7	-3	1
Cc1ccc(Nc2nc(-c3ccc(S(=O)(=O)N4CCOCC4)cc3)cs2)cc1	5	-2	13	21	-5	-3	10	12	0.88
CCOC(=O)C(NC(=O)CC)(Nc1ccccc1)C(F)(F)F (stereo not drawn)	-10	1	-10	-1	-2	2	4	-1	1
CCOC(=O)C1C(C(=O)NN)C1C(=O)Nc1ccccc1 (stereo not drawn)	6	1	1	1	-2	1	15	9	0.91
COc1ccc(N2C(=O)CSC2c2ccncc2)cc1 (stereo not drawn)	9	-2	9	-1	0	0	-2	12	0.88
